Screens from PubChem BioAssay.
Rv3671c protease: Rv3671c serine protease inhibitors, primary screen, biochemical, fluorescence polarization, M. tuberculosis H37Rv | inhibition, % at 5.96 µM | AID 2606, 2010 | hit rate 0.048% among 320,000; in the data active means inhibition above about 38%;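 further: extracellular domain of Rv3671c used as enzyme; 0% = enzyme with DMSO and 100% = no enzyme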
MazEF act: activators of E. coli MazEF toxin-antitoxin RNase, primary screen, biochemical, fluorescence, uHTS; hit rate 0.32% among 350,000; activation, % at 20 µM; FAM/BHQ RNA-DNA oligo cleavage fluorescence, 5 h; Endoribonuclease toxin MazF (Escherichia coli (strain K12)), P0AE70; in the data active means activation above about 50%
Target sequence (P0AE70 whole entry, looked up): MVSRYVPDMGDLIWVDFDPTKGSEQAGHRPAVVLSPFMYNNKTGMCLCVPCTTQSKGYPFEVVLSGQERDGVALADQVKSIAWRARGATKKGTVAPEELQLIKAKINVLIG
GDH-TPI inh: GDH-TPI coupling enzyme inhibitors, primary screen, artefact control for M. tuberculosis FBA inhibitor project, biochemical, absorbance, full deck | hit rate 1.2% among 360,000 | AID 588335, 2011 | inhibition, % at 4.8 µM | GDH-TPI coupled enzyme counterscreen, NADH absorbance; in the data active means inhibition above about 30%;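 further: 0% = DMSO wells and 100% = wells lacking the enzyme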
BioA inh: M. tuberculosis BioA enzyme inhibitors, primary screen, biochemical, plate reader, single point, HTS; 7,8-diaminopelargonic acid synthase BioA (Mycobacterium tuberculosis); purified M. tuberculosis BioA enzyme; inhibition, % at 9.99 µM; hit rate 0.096% among 360,000; in the data active means inhibition above about 40%; inconclusive means no clear call, values can overlap the other calls
BoNT F protease: BoNT/F light chain protease inhibitors, primary screen, biochemical, flow cytometry, MLPCN library; inhibition, % at 10 µM; hit rate 0.22% among 360,000; Multiplex microsphere protease cleavage assay; Botulinum neurotoxin type F light chain protease (Clostridium botulinum); in the data active means inhibition above about 35%, passing the limit was not always enough; inconclusive means no clear call, values can overlap the other calls; further: plate controls were buffer without enzyme for full effect and enzyme alone for no effect
PrPC TRFRET: inhibitors of human cell surface prion protein PrPC, primary screen, cell-based, TR-FRET; inhibition, % at 13.8 µM; hit rate 0.43% among 370,000; AID 720596, 2013; TR-FRET read-out; in the data active means inhibition above about 24%; further: 0% = median of the test wells and 100% = reference compound wells
Mtb UGM inh: M. tuberculosis UGM enzyme inhibitors, primary screen, biochemical, fluorescence polarization, single point | purified UGM, fluorescence polarization probe displacement | AID 504406, 2011 | inhibition, % at 10 µM | UDP-galactopyranose mutase (Mycobacterium tuberculosis (strain ATCC 25618 / H37Rv)), … | hit rate 0.06% among 320,000; in the data active means inhibition above about 10%, passing the limit was not always enough; inconclusive means no clear call, values can overlap the other calls
Target sequence (P9WIQ1 whole entry, looked up): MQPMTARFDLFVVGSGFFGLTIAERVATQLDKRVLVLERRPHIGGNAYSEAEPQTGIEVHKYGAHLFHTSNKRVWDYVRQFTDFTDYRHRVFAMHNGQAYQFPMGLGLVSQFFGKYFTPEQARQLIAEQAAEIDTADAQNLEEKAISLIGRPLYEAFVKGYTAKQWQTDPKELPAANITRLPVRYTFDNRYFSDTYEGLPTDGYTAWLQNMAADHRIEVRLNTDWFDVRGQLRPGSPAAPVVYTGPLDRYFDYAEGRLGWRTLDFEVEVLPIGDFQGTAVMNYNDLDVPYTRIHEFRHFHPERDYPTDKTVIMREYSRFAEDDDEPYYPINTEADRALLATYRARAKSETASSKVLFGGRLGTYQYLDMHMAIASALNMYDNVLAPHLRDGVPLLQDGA
FBA Mtb inh: Mtb FBA enzyme inhibitors, primary screen, biochemical, fluorescence, strain H37Rv. Fructose-bisphosphate aldolase (Mycobacterium tuberculosis (strain ATCC 25618 / H37Rv)), …. purified M. tuberculosis FBA, fluorescence read-out. inhibition, % at 1 µM. hit rate 2.3% among 360,000; in the data active means inhibition above about 27%;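 further: 0% = vehicle and 100% = reference inhibitor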
Target sequence (P9WQA3 whole entry, looked up): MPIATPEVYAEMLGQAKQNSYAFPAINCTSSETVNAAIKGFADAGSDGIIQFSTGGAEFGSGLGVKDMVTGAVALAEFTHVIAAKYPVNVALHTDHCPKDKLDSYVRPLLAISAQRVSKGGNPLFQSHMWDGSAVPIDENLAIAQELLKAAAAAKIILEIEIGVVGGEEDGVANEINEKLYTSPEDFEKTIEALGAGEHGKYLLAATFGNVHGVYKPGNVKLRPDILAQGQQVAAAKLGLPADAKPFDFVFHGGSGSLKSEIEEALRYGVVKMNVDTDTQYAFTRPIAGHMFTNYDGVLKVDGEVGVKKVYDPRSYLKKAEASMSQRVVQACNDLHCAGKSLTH
FadD28 FP inh: inhibitors of FadD28 bisubstrate probe binding, primary screen, biochemical, fluorescence polarization, single point; hit rate 0.22% among 360,000; inhibition, % at 12.5 µM; Mycobacterium tuberculosis FadD28 fatty-acid-AMP ligase; in the data active means inhibition above about 8.5%, passing the limit was not always enough; inconclusive means no clear call, values can overlap the other calls
Active calls of the source: *; ? = inconclusive; / = no result given; + = active, no number.

SMILES	Rv3671c protease	MazEF act	GDH-TPI inh	BioA inh	BoNT F protease	PrPC TRFRET	Mtb UGM inh	FBA Mtb inh	FadD28 FP inh
CC(C)(C)c1csc(NC(=O)c2ccc(Cl)s2)n1	-5	-2	6	1.2	-1	40*	1.1	3	-6.9
COc1ccc(NC(=O)c2nc[nH]c2C(=O)N2CCN(C(=O)OC(C)(C)C)CC2)cc1	7	3	10	-1.3	-2	6	0.4	-2	-0.7
CC1CCCN(CCCCOc2cccc(Br)c2)C1 (stereo unspecified)	-7	-5	7	/	11	-4	-2.5	-3	-0.6
Cn1nc(C(F)(F)F)c(C(=O)Nc2ccc(Cl)cc2)c1Cl	-4	4	1	-0.5	-5	-5	0.4	0	-1.2
Cc1cccc(C)c1NC(=S)N/N=C/c1ccc(OCCC(C)C)cc1	2	-2	14	-2.9	-6	-2	-5.9	1	-4.5
CCCCc1cc(=O)oc2cc(OCC(=O)N(CC)CC)c(Cl)cc12	-6	10	10	-1.3	-7	-3	-0.7	7	-0.9
O=C(COC(=O)CNC(=O)c1ccc(F)cc1)Nc1cccc(S(=O)(=O)N2CCCC2)c1	2	1	-6	/	-2	-3	1.8	3	-1.9
Cc1ccc(S(=O)(=O)N2CCN(C(=O)/C=C/c3ccccc3)CC2)cc1C	/	2	-11	-0.1	-8	-2	/	3	-1.7
O=C(COC(=O)c1ccco1)Nc1ccccc1	4	-2	-13	0.1	1	-6	-1.9	0	-4.2
c1ccc2c(CN3CCSCC3)cccc2c1	9	5	10	-0.4	-3	10	1.3	1	-0.7
Cc1ccc(C(=O)NC(C)c2ccc3c(c2)OCO3)s1 (stereo unspecified)	2	2	-5	/	-3	-1	0.9	0	-2.9
CC[C@@H](C)[C@H](N)C(=O)NC[C@H]1O[C@@H](n2cnc3c(N)ncnc32)[C@H](O)[C@@H]1O	/	5	9	-1.8	-4	1	/	5	-1.0
CCn1c(SCC(=O)N2CCCCC2)nc2c1c(=O)n(C)c(=O)n2C	5	5	2	1.1	-4	-4	-1.8	0	0.3
O=C(NCc1ccccc1)NC12CC3CC(CC(C3)C1)C2	4	1	23	/	?	2	-0.3	2	-0.6
O=C(Nc1ccccc1)c1ccco1	/	8	11	-1.0	0	1	-1.0	-1	-1.9
O=C(N[C@H](CO)c1ccccc1)[C@H]1O[C@@H](n2ccc(=O)[nH]c2=O)[C@H](O)[C@@H]1O	/	/	/	-4.8	5	3	/	3	0.0
O=C(C(=O)N1CCC2(CC1)OCCO2)c1c[nH]c2ccccc12	-4	-5	21	/	2	-12	1.5	0	-2.6
Cc1cc(N2CC(=O)N(CCc3ccccc3)C(=O)C2)n2ncnc2n1	-15	-16	-2	-1.6	2	-4	-2.7	4	1.2
CC1CC(C)CN(CCC(=O)Nc2ccc3c(c2)CCC3)C1 (stereo unspecified)	2	7	4	/	-3	-1	-0.3	1	-0.2
Cc1cccc2nc(-c3cccnc3)c(NCCC(C)C)n12	-11	7	4	/	-1	1	0.0	29*	-1.7
Cc1ccc(-c2[nH]nc3c2C(c2ccoc2)C(C#N)=C(N)O3)cc1C (stereo unspecified)	-5	-8	-1	-1.4	1	/	-0.1	-2	-6.5
COc1cccc(CN(C(=O)COc2ccc(C)cc2)C2CCS(=O)(=O)C2)c1 (stereo unspecified)	-1	7	-13	0.5	4	3	0.7	0	-4.3
COc1ccc(/C=N/NC(=O)c2ccccc2)cc1OS(=O)(=O)c1ccccc1	-8	-2	2	/	0	1	0.6	-2	-6.2
CCN1CCN(C(=S)NC(=O)c2cccs2)CC1	-6	2	2	-1.3	8	-1	1.1	-4	-1.0
Cc1[nH]n(-c2cccc3ccccc23)c(=O)c1/C=N/c1sc2c(c1C#N)CCC2	-2	-9	11	18	-2	3	0.8	3	?
CCCc1cc(=O)[nH]c(SCC(=O)NC(=O)OCC)n1	8	5	10	0.8	-7	0	-0.9	4	-1.6
CC(=O)N(C(C)=O)c1cccc(N(Cc2ccccc2)Cc2ccccc2)c1	/	1	5	-2.2	-4	14	/	-5	-3.6
COc1ccc(-c2nnc(SCc3c(C)noc3C)o2)cc1	-9	1	1	/	-3	6	1.9	-1	-0.6
CCOC(=O)Cn1nc(C)c(-c2ccccc2)c1N	-2	12	-1	-0.2	0	5	3.0	-4	-4.1
CCCSc1nnc(-c2c[nH]c3ccccc23)n1CC	8	3	7	-0.6	0	-2	-2.2	-1	-0.8
Nc1cc(Cl)ccc1C(=O)OCC(=O)NC(=O)NCc1ccccc1	-2	-3	4	-3.5	-1	13	1.4	30*	-0.1
COc1ccc(C2(O)C(=O)Nc3ccc(C)cc32)cc1OC (stereo unspecified)	-6	5	8	-1.1	-20	11	-0.5	2	0.7
CCOc1ccc(N2C(=O)CSC2=S)cc1	-9	0	7	-1.4	?	-2	-2.2	-1	-2.5
COc1ccc(C2CC(=O)C=C(NCC3CCCO3)C2)cc1 (stereo unspecified)	-6	9	-5	1.5	8	-4	2.8	0	-0.8
CCc1nn(CC(=O)NCCc2ccc(S(N)(=O)=O)cc2)c(=O)c2cc3sccc3n12	-12	-5	2	-0.4	0	/	-1.2	2	-1.8
COc1ccc(N2CCN(C(=O)CCS(=O)(=O)c3cccc4nsnc34)CC2)cc1	-6	4	9	0.9	-4	-34	0.3	4	0.1
O=C(CCS(=O)(=O)c1ccc(Cl)cc1)Oc1ccc2c(c1)OCO2	-9	-11	-2	-1.0	-21	4	-0.4	5	-2.5
COc1ccccc1-c1noc(CCC(=O)Nc2cccc(C)c2)n1	-4	1	4	2.0	3	1	0.2	0	-2.9
Cc1ccc(C(=O)N[C@H](C(=O)OCc2cc(=O)n3c(n2)sc2ccccc23)C(C)C)cc1	10	-4	21	/	1	-2	-1.4	0	-3.4
Cc1c(O)cc2n(c1=O)-c1ccc(Cl)cc1C2(C)C	5	5	12	-1.7	-9	0	-1.5	-1	-1.4
CC(=O)C1=C(O)C(=O)N(CCCn2ccnc2)C1c1ccc(Br)cc1 (stereo unspecified)	-4	7	10	1.4	-2	5	-5.5	-3	0.4
CCCNC(=O)C1(C)CCCN(C(=O)Cc2ccc3ccccc3c2)C1 (stereo unspecified)	/	/	1	-0.6	-8	-1	/	-1	-2.7
COc1ccc2[nH]c3c(=O)n(CCCCC(=O)N4CCC(C(N)=O)CC4)c(=S)[nH]c3c2c1	-1	3	3	0.1	1	/	3.4	8	0.9
CN(C)/C=N/c1sc2c(c1C#N)CCCCC2	-4	-1	16	-0.1	0	-2	3.1	-4	-2.4
CN(C)c1ccc(C(O)P(=O)(OCc2ccccc2)c2ccc(N(C)C)cc2)cc1 (stereo unspecified)	4	9	2	-0.7	/	7	-1.0	-1	-2.3

The last 5 records of the section above come first, to join the parts.
SMILES	Rv3671c protease	MazEF act	GDH-TPI inh	BioA inh	BoNT F protease	PrPC TRFRET	Mtb UGM inh	FBA Mtb inh	FadD28 FP inh
CC(=O)C1=C(O)C(=O)N(CCCn2ccnc2)C1c1ccc(Br)cc1 (stereo unspecified)	-4	7	10	1.4	-2	5	-5.5	-3	0.4
CCCNC(=O)C1(C)CCCN(C(=O)Cc2ccc3ccccc3c2)C1 (stereo unspecified)	/	/	1	-0.6	-8	-1	/	-1	-2.7
COc1ccc2[nH]c3c(=O)n(CCCCC(=O)N4CCC(C(N)=O)CC4)c(=S)[nH]c3c2c1	-1	3	3	0.1	1	/	3.4	8	0.9
CN(C)/C=N/c1sc2c(c1C#N)CCCCC2	-4	-1	16	-0.1	0	-2	3.1	-4	-2.4
CN(C)c1ccc(C(O)P(=O)(OCc2ccccc2)c2ccc(N(C)C)cc2)cc1 (stereo unspecified)	4	9	2	-0.7	/	7	-1.0	-1	-2.3
O=C(COC(=O)c1ccncc1)Nc1ccccc1	2	-7	4	/	-4	-1	2.5	3	-1.5
COc1ccc(C)cc1-n1nnnc1SCC(=O)NC1CCCC1	/	6	7	-0.5	/	2	/	2	-2.8
Cc1ccnc(NC(=O)c2c(-c3ccccc3Cl)noc2C)c1	9	-3	2	/	-3	-4	-1.4	0	-0.8
Cc1cc2oc3ccc(NCCCn4ccnc4)cc3c(=O)c2cc1C	-7	-103	10	0.6	1	4	6.3	4	0.1
COc1cccc(NC(=O)CCN2C(=O)c3ccccc3Sc3ncccc32)c1	-2	9	4	0.5	0	-4	1.7	2	-3.6
O=C(O)c1cccnc1Nc1ccc(Cl)cc1	-17	2	6	/	-8	10	3.4	0	2.3
CCn1c(=O)n(C)c2c(=O)n(C)c(=O)n(C)c21	/	0	7	-1.1	-6	-1	/	0	-1.8
O=C(CN(Cc1cccs1)S(=O)(=O)c1ccc(S(=O)(=O)NC2CCCCC2)cc1)Nc1ccccc1	-112	-2	16	8.0	-3	-1	1.8	0	0.7
CCN(CC)C(=O)C(=O)N/N=C/c1cccc(Br)c1	9	2	8	/	-9	-1	-0.2	1	0.8
CN(C(=O)COC(=O)Cc1c(Cl)cccc1Cl)c1c(N)n(Cc2ccccc2)c(=O)[nH]c1=O	1	0	-3	-2.2	1	-4	-1.2	0	-2.3
O=P(Nc1ccccc1)(Nc1ccccc1)Oc1cccc(Cl)c1	-4	-12	0	1.0	18	2	4.5	-1	-4.7
COc1ccccc1Oc1ccc(S(=O)(=O)N2CCN(C)CC2)cc1	5	6	2	/	-5	7	1.0	3	0.1
O=C(COc1ccccc1Cl)N1CCCCCCC1	-10	5	-5	2.3	?	7	2.8	3	0.0
CN(C)/C=C(/C(=O)c1ccccc1)n1cncn1	7	18	10	/	1	13	1.5	0	-2.8
Cn1c(/N=C/c2c(O)ccc3ccccc23)nc2ccccc21	-17	2	-24	-0.7	-8	-5	1.2	2	2.6
COc1cccc(/C=N/NC(=O)NC2CCCCC2)c1O	-4	6	23	-0.3	-5	9	0.5	7	0.9
O=C(NC1CCCC1)C(c1ccncc1)N(CC1CCCO1)C(=O)Cn1nnc(-c2cccs2)n1 (stereo unspecified)	-8	1	13	0.1	18	3	-0.2	-10	-3.7
CC1=NN(c2ccc(Cl)c(C(=O)O)c2)C(=O)/C1=C\c1ccc(-c2ccc(C(=O)O)cc2)o1	/	-4	6	/	31	-5	/	2	0.2
CCCS(=O)(=O)NC(=O)C1(C)CCN(C(=O)c2ccccc2OC(C)=O)C1 (stereo unspecified)	/	/	-3	-2.0	-2	-3	/	9	-1.7
FCCCOc1ccc(-c2nccc(-c3ccccn3)n2)cc1	-21	1	0	0.5	11	1	-2.7	-4	-6.0
O=c1c2ccccc2nc(SCCN2CCCCC2)n1CCc1ccccc1	-5	6	1	-0.2	0	-5	0.7	-4	-0.7
CCn1c(=O)cc(SCC(=O)Nc2ccc(Cl)cc2)c2ccccc21	2	-8	5	0.2	-1	7	-0.9	-1	-2.6
COc1coc(C(O)CN)cc1=O (stereo unspecified)	3	-10	3	/	0	2	0.2	-5	-2.1
O=C(NCC(=O)N1CCCCCCC1)c1ccccc1Cl	1	2	9	-0.5	-6	2	-2.7	-1	0.4
O=C(c1ccc([N+](=O)[O-])s1)N1CCN(c2cccc(Cl)c2)CC1	-5	0	20	8.9	12	-19	2.7	-2	-2.0
Cn1c(C(=O)NCC2CCCO2)cc2c(=O)n3ccccc3nc21 (stereo unspecified)	0	4	14	-0.5	-1	-7	0.9	+	-2.6
Cc1ccc(NC(=O)C2CC(=O)Nc3ncnn32)c(C)c1 (stereo unspecified)	1	2	-2	0.4	-5	-2	1.7	0	0.9
Cc1cccc(-n2cc(CNCCc3nc(C)cc(C)n3)c(-c3cccc(F)c3)n2)c1	7	10	1	-1.3	-24	-16	4.0	-3	0.5
